PfG6PD inh = PfG6PD (Plasmodium falciparum) enzyme inhibition; actives 0.78% (n = 350,000); PfGluPho enzyme, NADPH resazurin-diaphorase fluorescence; AID 504690; inhibition, % at 20 µM;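 active = inhibition reaching at least a set limit at 20 µM in the primary screen, cut at about 59% in these data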;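 also: 0% = DMSO wells with substrate and 100% = DMSO wells lacking glucose-6-phosphate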
SENP8 block-1 = SENP8 (human) protease inhibition; Q96LD8; recombinant SENP8, Nedd8 substrate fluorescence; inhibition, % at 20 µM; actives 0.64% (n = 360,000); AID 602440; in the data active = inhibition mostly above about 40%, no sharp cut-off; inactive = mostly below about 27%
Target sequence (Q96LD8 whole entry, looked up): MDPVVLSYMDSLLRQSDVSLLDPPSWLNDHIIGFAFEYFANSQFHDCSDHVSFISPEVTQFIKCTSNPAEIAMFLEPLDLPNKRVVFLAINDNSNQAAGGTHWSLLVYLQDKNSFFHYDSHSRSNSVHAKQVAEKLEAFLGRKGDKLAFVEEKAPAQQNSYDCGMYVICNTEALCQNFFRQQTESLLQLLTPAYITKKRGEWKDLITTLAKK
SENP7 inh = inhibitors of human SENP7 protease; recombinant SENP7, Z-RLRGG-aminoluciferin luminescence, 40 min; inhibition, % at 5 µM; actives 1.5% (n = 330,000);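 active = inhibition above about 50% at the single test dose, limit read from the data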;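 also: plate controls were DMSO with enzyme for no effect and no enzyme buffer wells for full effect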
Target sequence (Q9BQF6 706-1050 limits assumed): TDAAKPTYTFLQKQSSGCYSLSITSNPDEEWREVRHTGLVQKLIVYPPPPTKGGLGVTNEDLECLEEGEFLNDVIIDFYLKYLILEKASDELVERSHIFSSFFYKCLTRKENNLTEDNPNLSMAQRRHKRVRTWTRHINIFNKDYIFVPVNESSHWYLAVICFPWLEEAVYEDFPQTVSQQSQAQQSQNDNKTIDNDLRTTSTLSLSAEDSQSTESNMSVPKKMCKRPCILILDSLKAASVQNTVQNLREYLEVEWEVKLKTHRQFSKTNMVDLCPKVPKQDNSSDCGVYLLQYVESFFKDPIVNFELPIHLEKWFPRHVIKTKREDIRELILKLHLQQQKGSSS
HKDC1 inh = HKDC1 (human) hexokinase inhibition | Q2TB90 | recombinant HKDC1, G6PDH/diaphorase resazurin coupled fluorescence | inhibition, % at 20 µM | actives 0.16% (n = 340,000) | AID 493160;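 active = inhibition above about 35% when tested at 20 µM, limit read from the data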;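 also: plate controls were DMSO wells with enzyme for no effect and DMSO wells lacking enzyme for full effect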
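System: Recombinant HKDC1 hexokinase | Amount: HKDC1 at 5 µg/mL | Reagent: Glucose with 1 mM ATP | Doses: Single 20 µM dose | Incubation: Reaction time 90 min, room temperature, protected from light | Signal: Coupled resazurin fluorescence, excitation 525 nm, emission 613 nm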
SENP8 block-2 = SENP8 protease inhibition; AID 2540; inhibition, % at 10 µM; actives 1.2% (n = 330,000); purified SENP8, Z-RLRGG-aminoluciferin cleavage, luminescence; in the data active = inhibition above about 50%
SENP6 inh = SENP6 protease inhibition; Q9GZR1; Recombinant SENP6 catalytic domain, aminoluciferin luminescence; inhibition, % at 10 µM; actives 1.8% (n = 330,000); AID 2599;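 active = inhibition above about 50% at the single tested dose, limit read from the data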;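 also: plate controls were DMSO wells with enzyme for no effect and DMSO wells lacking enzyme for full effect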
Apaf-1 inh = blocks human Apaf-1 apoptosome activity | O14727 | reconstituted apoptosome caspase-3 activity, DEVD-Rh110 fluorescence | inhibition, % at 20 µM | actives 0.71% (n = 330,000); active = inhibition of at least 40% at 20 µM;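 also: plate controls were DMSO wells for no effect and DEVD-CHO caspase inhibitor wells for full effect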
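System – cell-free apoptosome with Apaf-1, procaspase-3 and caspase-9 · Buffer or medium – pH 7.5 Hepes buffer with CHAPS, BSA, DTT · Also added – cytochrome c with DEVD-Rh110 · Times – 30 min compound preincubation, 50 min activation, room temperature · Technique – Rh110 fluorescence intensity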
SENP1 FRET inh = blocks the human SENP1 SUMO protease catalytic domain | Q9P0U3 | recombinant SENP1 catalytic domain, CyPet-SUMO1-YPet FRET cleavage | inhibition, % at 10 µM | actives 0.21% (n = 360,000);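 active = inhibition at least 30% at 10 µM, raw YFP signal under a set limit, fluorescence ratio 0.5 to 1.5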;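 also: 0% = enzyme with DMSO and 100% = no enzyme wells; some results filed as inactive read as strong as hits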
Target sequence (Q9P0U3 419-644 limits assumed): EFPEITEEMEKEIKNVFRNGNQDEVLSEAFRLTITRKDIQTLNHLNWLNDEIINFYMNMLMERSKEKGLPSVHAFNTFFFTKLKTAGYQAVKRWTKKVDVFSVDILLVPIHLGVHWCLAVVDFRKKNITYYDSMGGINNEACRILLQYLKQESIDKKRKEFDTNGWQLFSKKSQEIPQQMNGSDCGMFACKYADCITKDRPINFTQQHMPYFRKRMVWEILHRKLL
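Test system: recombinant human SENP1 catalytic domain, His6-tagged / Medium: pH 8 Tris buffer with EDTA, NaCl, BME, BSA, NP40, catalase / Also added: SUMO1 FRET substrate flanked by Cypet and Ypet, 25 nM / Times: 50 min reaction at room temperature / Signal: FRET, CFP and YFP emission / Control set: no-enzyme low control and enzyme-plus-DMSO high control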
* hit, by the source's call; · = not tested or not shown.

SMILES | PfG6PD inh | SENP8 block-1 | SENP7 inh | HKDC1 inh | SENP8 block-2 | SENP6 inh | Apaf-1 inh | SENP1 FRET inh
COc1ccc(-c2ncccc2OC(=O)C23CC4CC(CC(C4)C2)C3)cc1OC | 0 | -273 | -2 | 5 | -4 | -5 | 12 | 0
CCc1ccccc1N(CC(=O)N/N=C/c1ccc(OC(=O)OC)c(OC)c1)S(C)(=O)=O | -10 | 6 | 11 | 6 | -7 | -22 | 12 | 0
Nc1c(N(CCCO)C(=O)C2CCCCC2)c(=O)[nH]c(=O)n1Cc1ccccc1 | -4 | -2 | 4 | -6 | 11 | -11 | -10 | -3
O=C(Nc1cnccc1C(F)(F)F)NC1CCCCC1 | -3 | 17 | -5 | -8 | 4 | -3 | 1 | 1
COc1cc2nc(SCc3ccc(Cl)cc3Cl)n(Cc3cccs3)c(=N)c2cc1OC | 18 | -35 | 7 | -4 | -4 | 3 | 13 | 0
Cc1ccc(NC(=O)CNCc2ccc(Cl)cc2Cl)cc1S(=O)(=O)N(C)C | -1 | 9 | -2 | 5 | -2 | 33 | 19 | 3
COc1ccc(C2=NS(=O)(=O)N(C)C(C(=O)N3CCOCC3)=C2)cc1OC | 10 | -111 | 3 | -4 | 1 | 11 | -1 | 1
C/C(=N\NC(=O)c1ccc(Cl)c(S(=O)(=O)Nc2ccccc2Cl)c1)c1ccncc1 | -24 | 5 | 3 | -2 | 0 | 1 | -8 | -1
c1ccc(CN2CCN(C(c3ccccc3)c3nnnn3Cc3ccccc3)CC2)cc1 (stereo not drawn) | 1 | 26 | 2 | 0 | -6 | -11 | 10 | 1
Nc1nonc1C(=O)NCCNCc1cc(Br)ccc1OCc1ccc(F)cc1 | 6 | 10 | 2 | 1 | -5 | -11 | 14 | 0
CC1=C(C(=O)Nc2cc(C(=O)N3CCN(c4cccc(C)c4)C(C)C3)ccc2C)SCCO1 (stereo not drawn) | -4 | 4 | 1 | -5 | 2 | -4 | 18 | -2
Cc1ccc(C(=O)OCC(=O)NNC(=O)COc2ccc(Cl)cc2)c(O)c1 | -9 | -4 | -10 | -1 | 9 | 3 | 2 | 2
Cn1c(=O)c(-c2cccc(Cl)c2)c(O)c2ccccc21 | 12 | -442 | -5 | 3 | 6 | 3 | -2 | -8
COc1cccc(-c2nc(C#N)c(N3CCN(C(=O)c4ccco4)CC3)o2)c1 | 12 | -402 | -5 | -2 | -8 | 2 | 4 | -1
O=C(N/N=C/C1CC2CCC1C2)C1CC1 (stereo not drawn) | 1 | 5 | -7 | -3 | 6 | 0 | -3 | 3
O=C(Nc1nncs1)c1cc2c(s1)CCC2 | -13 | -13 | 46 | -2 | 31 | 32 | -5 | 1
O=C(CCC(=O)Nc1ccccc1)N/N=C/c1cccnc1 | -1 | 18 | -7 | 2 | -16 | -2 | 0 | 1
c1ccc(C2CSc3ccccc3N2)cc1 (stereo not drawn) | 26 | -13 | 35 | -2 | 47 | 72* | 18 | 16
Cc1ccc(CNC(=O)CN(C2CCCCC2)S(C)(=O)=O)cc1 | -9 | 21 | -1 | -2 | 0 | -1 | -10 | 1
COc1ccc(Cl)cc1NC(=O)COc1ccc(S(=O)(=O)N2CCOCC2)cc1C | -16 | 6 | -3 | -5 | 2 | 6 | -5 | -3
Cc1ccc(NC(=O)CSc2nnc(COc3ccccc3C)o2)cc1 | 1 | 21 | -12 | -5 | -4 | 9 | -8 | 3
F[B-](F)(F)c1cc2ccccc2s1 | -3 | 2 | · | -8 | · | · | · | -3
COC(=O)c1ccc(S(=O)(=O)N2CCN(C(c3ccccc3)c3ccccc3)CC2)n1C | -3 | 22 | 2 | 3 | -2 | -1 | -12 | 0
Clc1nc(-c2ccccc2)c2ccccc2n1 | -1 | -21 | 1 | 0 | 1 | 0 | -12 | 2
Cn1c(Sc2ccc(Br)cc2)c(C=O)c2ccccc21 | -12 | -5 | 4 | -2 | 3 | -16 | 9 | 2
O=C(CN(C(=O)CCC(=O)Nc1ccccn1)c1cccc(F)c1)NCc1ccc2c(c1)OCO2 | 15 | 5 | 4 | -3 | 1 | -17 | 8 | -1
CCOC(=O)C(C(=O)Nc1ccccc1)C1CCCCC1 (stereo not drawn) | 9 | 22 | -8 | -3 | -5 | -10 | 7 | 1
O=C(NCc1ccccc1Cl)C1CCCN(C(=O)Nc2ccc(F)cc2)C1 (stereo not drawn) | 1 | 4 | -6 | -2 | -4 | 12 | -1 | 2
c1ccc(Nc2c(-c3ccco3)nc3ccccn23)cc1 | 4 | -297 | -4 | -11 | -9 | -9 | 3 | -19
Cc1cc(OCC(=O)Nc2ccccc2N2CCCCC2)ccc1C(C)C | 23 | -70 | 9 | -7 | -4 | -17 | 31 | -10
Cc1ccc(-n2c(SCC(=O)N3CC(=O)Nc4ccccc43)nc3ccccc3c2=O)cc1C | 16 | 9 | 5 | 6 | 3 | -1 | 19 | 2
O=S(=O)(c1ccc2ccccc2c1)N1CCN(CCO)CC1 | -14 | 15 | -1 | 7 | 6 | 7 | 1 | -1
COc1ccc(CCNc2ccc(C(=O)O)cc2[N+](=O)[O-])cc1OC | -17 | 11 | 12 | 1 | 1 | 18 | 4 | 2
Cc1cc(=O)oc2cc(OC(C)C(=O)NCc3ccccn3)ccc12 (stereo not drawn) | -20 | -108 | 3 | -2 | 2 | 3 | -1 | 3
COC(=O)c1ccc2[nH]c(CO)c(-c3ccccc3)c2c1 | -7 | -420 | -5 | 0 | -2 | -9 | 10 | -2
O=C(Nc1cccc(-c2cn3ccccc3n2)c1)C1CC1 | 13 | -270 | -12 | -4 | -7 | 7 | 5 | -1
COc1ccc(Nc2nc(N3CCCC3)c3ccccc3n2)cc1 | -6 | -13 | 4 | 3 | -4 | -20 | 39 | -1
Cc1nn(-c2ccccc2)nc1C(=O)NNC(=O)c1ccc(C(F)(F)F)cc1 | -15 | 16 | -6 | 1 | -4 | -32 | 3 | 0
CC1=C(C(=O)NCCCOC(C)C)C2(CCC(C)CC2)OC1=O (stereo not drawn) | 9 | 7 | -4 | -6 | -3 | 5 | 1 | -2
CCCOc1ccc(CCC(=O)N/N=C/c2ccc([N+](=O)[O-])o2)cc1 | 23 | 17 | 16 | -1 | 5 | 3 | -1 | -9
O=C(Nc1ccc2c(c1)C(=O)c1ccccc1-2)c1ccccc1 | -1 | 11 | · | 3 | · | · | · | 4
CCOC(=O)NC(Nc1ccc(S(N)(=O)=O)cc1)(C(=O)OCC)C(F)(F)F (stereo not drawn) | -1 | 27 | -5 | -3 | 1 | -23 | 0 | 4
Nc1ccc2oc3ccc(N)cc3c(=O)c2c1 | 8 | 15 | -26 | 14 | -2 | 9 | -7 | 69
Cc1cc(-c2n[nH]c(=S)n2-c2ccccc2)nn1C | 19 | 11 | -8 | -4 | -1 | -16 | -6 | 2
COC(=O)c1cccc(NC(=O)C23CC4CC(C2)CC(n2cncn2)(C4)C3)c1 | -2 | 10 | -2 | 0 | 2 | 2 | -2 | 0
CN(C1CCCCC1)S(=O)(=O)c1ccccc1 | 0 | 11 | -2 | -11 | -9 | 4 | 7 | 1
Cc1ccccc1NC(=O)CSCCO | 3 | 13 | -2 | 1 | -13 | -9 | 2 | 1
O=C(NCCC1=CCCCC1)C1CCCN(S(=O)(=O)c2ccccc2)C1 (stereo not drawn) | -1 | 17 | 10 | 1 | 2 | 1 | -11 | 1
CCCC(=O)C1=C(O)C(C(=O)OC)C(C)(C)CC1=Nc1ccc(C)cc1 (stereo not drawn) | 1 | 15 | 3 | -6 | 2 | -28 | 12 | 3
COc1cc(COc2ccc3c(C)c(CC(=O)O)c(=O)oc3c2C)cc(OC)c1OC | 2 | -232 | -7 | 5 | -3 | -7 | 2 | -7

Following part.
SMILES | PfG6PD inh | SENP8 block-1 | SENP7 inh | HKDC1 inh | SENP8 block-2 | SENP6 inh | Apaf-1 inh | SENP1 FRET inh
Nc1ncnc2c1cnn2C1CCCCC1 | -10 | 14 | 4 | -2 | 6 | 17 | 1 | 2
O=C(NC1CC1)C1=C[C@@H](c2csc3ccccc23)C[C@@H](OCc2ccc(CO)cc2)O1 | -5 | -8 | 2 | -1 | 3 | 0 | 7 | -2
COc1ccc(C(=O)NNC(=S)NC(=O)C(C)(C)C)cc1 | -10 | 9 | 2 | -8 | -5 | 14 | -6 | 3
O=C(CSc1ccccn1)N1CCN(c2ccc(Cl)cc2)CC1 | 4 | 19 | 4 | 4 | 0 | 3 | 5 | -18
COC(=O)[C@H](Cc1ccccc1)NC(=O)[C@@]1(C)C[C@@H]1[C@@H](NC(=O)OCc1ccccc1)c1ccccc1 | 25 | 7 | -9 | 1 | 5 | 3 | 15 | -1
FC(F)(F)c1cccc(NC(=S)N2CCCC2)c1 | 9 | 3 | 0 | -5 | 6 | 7 | 0 | 8
Cc1ccc(S(=O)(=O)N2CCN(C(=O)CSc3nccn3C)CC2)cc1 | -7 | 6 | -1 | -6 | -8 | -5 | -14 | 1
Cc1ccc(-c2nnc3sc(-c4ccncc4)nn23)cc1 | 2 | 2 | 57* | 0 | -8 | -16 | 2 | 0
COc1cc(C)nc(NC(=O)NC(=O)c2ccc(C(F)(F)F)cc2)n1 | 16 | 15 | -14 | 0 | -15 | -15 | 18 | 3
CCc1nnc(NS(=O)(=O)c2ccc(NCc3cc(Cl)ccc3O)cc2)s1 | -24 | 14 | 2 | 8 | 4 | 11 | 3 | 0

An excerpt of these results, with values under each structure:
Results follow in this order: PfG6PD inh, SENP8 block-1, SENP7 inh, HKDC1 inh, SENP8 block-2, SENP6 inh, Apaf-1 inh, SENP1 FRET inh
COC(=O)[C@H](Cc1ccccc1)NC(=O)[C@@]1(C)C[C@@H]1[C@@H](NC(=O)OCc1ccccc1)c1ccccc1
  25, 7, -9, 1, 5, 3, 15, -1
FC(F)(F)c1cccc(NC(=S)N2CCCC2)c1
  9, 3, 0, -5, 6, 7, 0, 8
Cc1ccc(S(=O)(=O)N2CCN(C(=O)CSc3nccn3C)CC2)cc1
  -7, 6, -1, -6, -8, -5, -14, 1
Cc1ccc(-c2nnc3sc(-c4ccncc4)nn23)cc1
  2, 2, 57*, 0, -8, -16, 2, 0
COc1cc(C)nc(NC(=O)NC(=O)c2ccc(C(F)(F)F)cc2)n1
  16, 15, -14, 0, -15, -15, 18, 3
CCc1nnc(NS(=O)(=O)c2ccc(NCc3cc(Cl)ccc3O)cc2)s1
  -24, 14, 2, 8, 4, 11, 3, 0

Next part
SMILES | PfG6PD inh | SENP8 block-1 | SENP7 inh | HKDC1 inh | SENP8 block-2 | SENP6 inh | Apaf-1 inh | SENP1 FRET inh
C=CCn1c(NC(=O)c2ccccc2)nc2ccccc21 | 7 | -42 | -17 | -12 | -14 | 0 | 14 | -1
CN1C(=O)CSc2ccc(NC(=O)NCc3ccco3)cc21 | -6 | 4 | 3 | -11 | 3 | -10 | -6 | 3
CCOc1ccc(C(=O)OCC(=O)NCCNC(=O)COC(=O)c2ccc(OCC)cc2)cc1 | 2 | 8 | 1 | -2 | 3 | -3 | 4 | 0
Cc1cc(C)n(CC(=O)NCc2cc(-c3nn(C)c(=O)c4ccccc34)ccc2C)n1 | -9 | 20 | -5 | -13 | -12 | -1 | 1 | 2
Nc1cc(N)nc(SCC(=O)NNC(=O)Cc2ccccc2)n1 | -8 | 8 | -8 | -5 | -5 | -13 | 0 | 0
COC(=O)c1sccc1-n1cc(C#N)c(=O)n(C)c1=O | -5 | -1 | -4 | -4 | 0 | -30 | 4 | -2
CC(C)CNS(=O)(=O)c1cc(C(=O)N2CCOCC2)c(Cl)cc1Cl | -19 | 28 | -5 | -7 | 1 | -4 | 0 | 0
